Abeta rescue = compounds reversing amyloid beta toxicity in yeast. yeast expressing A-beta42, growth rescue, OD600, 48 h; response scale: 0% DMSO, 100% iron-clioquinol control. Potency, µM (series often up to 46.1 µM), inactives show at the top dose growth rescue, usual class: activators. hit rate 0.063% among 410,000; further: potency means the concentration at half of the fitted maximal effect; nearly all actives have a fitted effect of over 55% in size
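Yeast A-beta toxicity model in growth medium with pinned compounds, 48 h at 30 C; growth read as absorbance at 600 nm. Normalized to FeCl3/clioquinol equimolar mix (positive) and DMSO (negative).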
MmCpn inh = M. maripaludis TRiC chaperonin inhibition; purified Mm-Cpn ATPase, ADP Transcreener TR-FRET; Potency, µM (titrated, usually from 76.9 µM), inactives show at the top dose activity, negative = inhibition, most hits filed as inhibitors; hit rate 0.031% among 330,000; AID 504842; further: potency means the concentration at half of the fitted maximal effect; on the % scale 0 is the no-effect control and ±100 the full control effect; nearly all actives have a fitted effect of over 80% in size
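Measured: ADP formation by purified Mm-CPN. Conditions: 25 nM protein, 10 uM ATP, Tris pH 7.4 with Mg2+, K+ and DTT, 37°C for 30 min. Detection: Transcreener HTRF after 30 min at room temperature.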
FUS suppressor = FUS proteinopathy suppression in yeast | S. cerevisiae FUS-expressing, growth rescue, OD600, 24 h | Potency, µM (titrated, usually from 76.6 µM), inactives show top-dose growth rescue (activation), hits mostly activators | hit rate 0.24% among 390,000;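 further: potency means the concentration at half of the fitted maximal effect; plate controls were DMSO vehicle for no effect and reference control for full effect; nearly all actives have a fitted effect of over 55% in size; some results filed as inactive show a strong effect at the top dose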
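Toxicity suppression screen in FUS-yeast. Cells induced with 2% galactose, starting OD 0.005, treated 24hr at 30C with compounds at multiple final concentrations; growth by OD600.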
GLP1R cytotox = cytotoxic in the GLP-1 receptor inverse agonist counter-screen; HEK293 cAMP-luciferase reporter cells, luminescence, 24 h; Potency, µM (top dose mostly 38.3 µM), without a hit: at the top dose activity change, negative = inhibition, usual class: inhibitors; hit rate 0.13% among 410,000;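 further: loss of luciferase light is scored as toxicity; potency means the concentration at half of the fitted maximal effect; on the % scale 0 is the no-effect control and ±100 the full control effect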
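Cells in DMEM/10% Nu serum/1% pen-strep, 1536-well format. Pre-incubated 12 h, dosed with 23 nL compound, incubated a further 24 h. Luciferase detection, 12 min at room temp, luminescence.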
aSyn yeast inh = inhibitors of alpha-synuclein toxicity in yeast. hit rate 0.14% among 370,000. Yeast expressing alpha-synuclein, growth rescue, BacTiter-Glo, 24 h. AID 652106. Potency, µM (top dose mostly 46.1 µM), for the others: at the highest dose growth rescue (activation), most hits filed as activators; further: potency means the concentration at half of the fitted maximal effect; % of control where 0% means no effect; nearly all actives have a fitted effect of over 65% in size
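Screening used galactose-induced yeast with toxic alpha-synuclein levels, exposed to compound for 24 hr at 30 deg C. Cell growth, read with BacTiter-Glo luminescence, gave the measured signal.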
GLP-1R inv ag = GLP-1 receptor (human) inverse agonism; Potency, µM (series often up to 38.3 µM), for the others: top-dose activity change, negative = inhibition, actives largely listed as inhibitors; HEK293 GLP-1R CRE-luciferase, luminescence, 24 h; GLP-1R form is constitutively active; hit rate 1.6% among 410,000; P43220; further: potency means the concentration at half of the fitted maximal effect; on the % scale 0 is the no-effect control and ±100 the full control effect; nearly all actives have a fitted effect of over 55% in size
Target sequence (P43220 whole entry, looked up): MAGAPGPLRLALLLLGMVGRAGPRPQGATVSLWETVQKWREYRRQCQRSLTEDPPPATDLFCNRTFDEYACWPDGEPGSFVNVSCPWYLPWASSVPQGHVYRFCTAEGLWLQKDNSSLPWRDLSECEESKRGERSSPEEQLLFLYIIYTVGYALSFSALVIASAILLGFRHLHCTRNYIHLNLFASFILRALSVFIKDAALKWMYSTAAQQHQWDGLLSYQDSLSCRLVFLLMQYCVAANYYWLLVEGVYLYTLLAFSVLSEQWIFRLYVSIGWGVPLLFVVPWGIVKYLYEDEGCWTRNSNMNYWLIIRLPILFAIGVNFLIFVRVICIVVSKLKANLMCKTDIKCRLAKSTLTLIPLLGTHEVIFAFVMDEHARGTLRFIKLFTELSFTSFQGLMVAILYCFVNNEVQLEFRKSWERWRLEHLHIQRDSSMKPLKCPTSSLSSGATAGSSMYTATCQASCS
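Inverse agonists were sought by their lowering of basal cAMP reporter luciferase output in HEK293 cells stably carrying constitutively active human GLP-1R, after 24 h compound treatment.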
Akt phos inh = blocks phosphorylation of Akt; Neuro2A IGF-stimulated pAkt S473 HTRF, 20 min; active compounds read low; activity change, % for hits at 50 µM; hit rate 0.32% among 360,000; AID 651550; in the data active means activity change below about -80%; inconclusive means mostly about -51% to -80%; further: on the % scale 0 is the no-effect control and ±100 the full control effect
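Neuro2A cells (4,500/well, DMEM with 0.5% FBS) were treated with compound at a single 50 µM final concentration, stimulated with 6 nM IGF for 20 min at 37 °C, and lysed. Phospho-Akt Ser473 was read by HTRF as 665/615 ratio ×10^4.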
PTHR1 agonist = PTHR1 (human) receptor agonism | Q03431 | HEK293 GP2 PTHR1 cells, GloSensor cAMP luminescence, 1 h | Potency, µM (titrated, usually from 115 µM), for the others: top-dose activation, usual class: activators | hit rate 0.075% among 410,000; further: potency means the concentration at half of the fitted maximal effect; nearly all actives have a fitted effect of over 55% in size; some results filed as inactive show a strong effect at the top dose; inactives centre near -15; many of its hits are not listed in these tables
Target sequence (Q03431 whole entry, looked up): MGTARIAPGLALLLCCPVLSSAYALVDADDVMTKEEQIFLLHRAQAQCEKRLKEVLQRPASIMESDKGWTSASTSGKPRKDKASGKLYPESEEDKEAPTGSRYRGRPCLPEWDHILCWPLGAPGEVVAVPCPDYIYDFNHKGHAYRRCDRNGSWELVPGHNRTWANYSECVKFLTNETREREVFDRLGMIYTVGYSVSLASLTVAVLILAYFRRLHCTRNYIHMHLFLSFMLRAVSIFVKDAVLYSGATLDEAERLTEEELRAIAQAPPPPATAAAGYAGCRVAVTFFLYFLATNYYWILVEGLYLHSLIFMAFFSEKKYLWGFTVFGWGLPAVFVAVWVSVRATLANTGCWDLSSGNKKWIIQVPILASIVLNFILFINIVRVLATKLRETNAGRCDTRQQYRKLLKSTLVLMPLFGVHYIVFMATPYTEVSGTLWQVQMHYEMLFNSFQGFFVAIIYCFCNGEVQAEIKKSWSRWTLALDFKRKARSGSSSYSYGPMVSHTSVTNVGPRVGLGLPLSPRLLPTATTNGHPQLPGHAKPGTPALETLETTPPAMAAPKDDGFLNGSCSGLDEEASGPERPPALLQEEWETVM
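HEK-293-derived GP2 cells expressing PTHR1 and a GloSensor cAMP reporter, 3,000/well, plated overnight, given luciferin plus IBMX (each 0.5 mM as added) for 1 h at 37 °C, then compound for 1 h at 37 °C. Luminescence was read after 15 min at room temperature.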
TDP-43 yeast inh = TDP-43 toxicity inhibition in yeast; AID 652104; hit rate 1.8% among 410,000; Potency, µM (titrated, usually from 46.1 µM), for inactives: at the highest dose growth rescue (activation), usual class: activators; TDP-43 expressing yeast growth rescue, BacTiter-Glo, 24 h; further: potency means the concentration at half of the fitted maximal effect; % of control where 0% means no effect; nearly all actives have a fitted effect of over 50% in size
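Yeast expressing TDP-43 (pregrown in raffinose, seeded at OD600=0.02 in galactose medium) exposed to compounds 24 hr at 30 deg C. Growth read by BacTiter-Glo luminescence; rescue of toxicity appears as increased signal.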
Numbers without * were called inactive; i = inactive; ? = inconclusive; · = no result given; [ ] = another dose, or the depositor's remark. Unless noted, the call rests on the fitted dose curve; in most records, active means well fitted curve in the direction sought with a large enough effect; inconclusive means small, poorly fitted or top-dose-only effect, or another doubt; inactive means no such curve, though single readings can be large; an effect the other way counts as inactive or inconclusive. A portion of the library. The share of hits here may be higher or lower than overall.

SMILES	Abeta rescue	MmCpn inh	FUS suppressor	GLP1R cytotox	aSyn yeast inh	GLP-1R inv ag	Akt phos inh	PTHR1 agonist	TDP-43 yeast inh
CC(C)OCCCNC(=O)C1CCC(CNS(=O)(=O)c2ccccc2)CC1 (stereo not drawn)	2.3%	-2.3%	8.5%	5.2%[1.53 µM]	-1.8%	7.6%	i	-6.9%	2.7%
CC(C(=O)N1CCOCCOCCOCC1)N1C(=O)c2ccccc2C1=O (stereo not drawn)	1.7%	5.3%	-33.1%	-3.0%	5.8%	5.3%	i	i	8.4%
CCOC(=O)c1nc(N/N=C/c2ccccc2)sc1Br	-4.1%	1.7%	9.3%	-8.0%	0.7%	?	i	-10.0%	14.3%
COC(=O)CCNS(=O)(=O)c1ccc2nsnc2c1	4.4%	-3.0%	-19.9%	-33.5%	-0.1%	0.8%	i	-12.0%	7.9%
COc1ccc(S(=O)(=O)NCC(c2ccc3c(c2)OCO3)N2CCN(C)CC2)cc1OC (stereo not drawn)	-10.4%	0.6%	4.1%	19.4%	-1.3%	-13.5%	i	-20.3%	-0.2%
O=C(Nc1ccccc1-c1nnn(CC(=O)N2CCCc3ccccc32)n1)c1ccc(Cl)cc1	-6.2%	-1.3%	7.8%	-10.1%	-2.8%	7.5%	i	-6.8%[57.5 µM]	2.2%
CC1(C)CC(O)(CNCc2ccc3c(c2)OCO3)CCO1 (stereo not drawn)	7.2%	-1.0%	-5.5%	7.5%	-4.0%	-0.8%	i	i	-8.0%
Oc1ccccc1-c1n[nH]c(=S)n1Cc1ccccc1	-4.6%	4.2%	15.5%	2.8%	-0.5%	-19.6%	i	i	6.1%
C[C@H](CO)N1C[C@H](C)[C@@H](CN(C)S(=O)(=O)c2ccccc2)Oc2c(NS(=O)(=O)c3cccs3)cccc2C1=O	-3.1%	-1.7%	43.9%	30.5%	-8.6%	12.9%	i	i	2.8%
Fc1ccc(-c2cnc[nH]2)cc1	0.4%	1.6%	-20.1%	12.8%	-8.1%	0.3%	i	-0.4%	5.6%
CCn1ccnc1CN1CCN(CCC(C)C)C(CCO)C1 (stereo not drawn)	-15.3%	-2.7%	-30.6%	-10.5%	-3.2%	4.4%	i	i	-8.9%
COc1ccc(NC(=O)c2nn(C)c(C(=O)Nc3ccc(OC)cc3)c2[N+](=O)[O-])cc1	19.2%	0.9%	-1.4%	-1.5%	3.1%	0.0%	i	27.5%	2.6%
CC(C)(C)NC(=O)C(c1ccncc1)N(CC1CCCO1)C(=O)Cn1nnc(-c2ccc(F)cc2)n1 (stereo not drawn)	-8.8%	-1.3%	32.6%	7.7%	1.4%	9.0%	i	i	-17.8%
Fc1ccc(COc2ccc(/C=N/n3cnnc3)cc2)cc1	-5.1%	-2.0%	?	1.0%	4.4%	16.7%	i	-6.9%	?
Cc1cnc(-c2nnc(N(C)C(=O)c3cccnc3)s2)cn1	0.1%	-17.3%	13.9%	8.9%	-0.4%	54.8%[activator]	i	i	-5.6%
COCCN(Cc1ccccc1)C(=O)Cc1ccc(OC)c(S(=O)(=O)N2CCOCC2)c1	11.9%	-18.9%	6.5%	-3.6%	-0.4%	8.2%	i	i	23.8%
O=C(NC(=S)NCCCN1CCOCC1)c1cccc2ccccc12	-9.9%	1.0%	8.1%	-4.8%	3.0%	12.1%	i	i	-9.5%
CC1CCCC(C)N1C(=O)CSc1nc2ncnc(N)c2[nH]1 (stereo not drawn)	12.7%	-1.1%	-4.1%	-5.2%	1.7%	7.3%	i	-30.7%[inhibitor][57.5 µM]	-5.5%
Cc1cc(C)cc(NC(=O)C(OC(=O)Cn2cnc3c2c(=O)n(C)c(=O)n3C)c2ccccc2)c1 (stereo not drawn)	-5.3%	-0.5%	22.6%	-21.7%	-2.9%	-23.4%	i	-0.1%	11.7%
CC(=O)N1CCOc2cc(S(=O)(=O)N3CCN(c4ccccc4)CC3)c(Cl)cc21	0.2%	-0.6%	?	-28.3%	-0.2%	-18.3%	i	i	26.8%
COc1cc(OC)cc(C(=O)Nn2cc(C(=O)Nc3ccc(F)cc3F)c3ccccc3c2=O)c1	1.1%	-4.4%	1.9%	4.8%	0.7%	?	i	-11.1%	8.7%
O=C(NCCN1CCCCCC1)C1CCC(CNS(=O)(=O)c2cccc3cccnc23)CC1 (stereo not drawn)	-2.1%	-0.5%	7.2%	4.0%	3.3%	1.5%	i	i	10.0%
O=C(NC(NC1CCS(=O)(=O)C1)C(=O)c1cccs1)c1ccccc1 (stereo not drawn)	16.1%	-1.6%	-2.1%	-15.5%	3.1%	3.2%	·	i	7.1%
O=C(CN(Cc1ccco1)C(=O)CNS(=O)(=O)c1ccc(F)cc1)NCc1ccccc1	2.1%	-0.8%	13.6%	5.0%	-0.4%	-9.3%	i	i	-12.2%
C[C@H](CO)N1C[C@H](C)[C@@H](CN(C)C(=O)NC2CCCCC2)Oc2c(NC(=O)C3CCCCC3)cccc2C1=O	0.7%	-0.3%	13.3%	-13.8%	-2.0%	18.6%	i	i	11.4%
SMILES	Abeta rescue	MmCpn inh	FUS suppressor	GLP1R cytotox	aSyn yeast inh	GLP-1R inv ag	Akt phos inh	PTHR1 agonist	TDP-43 yeast inh
Cc1cc(C)cc(NC(=O)NCCn2nnc3cc(S(=O)(=O)N(C)C)ccc32)c1	-6.3%	·	12.6%	-5.1%	·	0.9%	·	i	5.2%
Cc1ccc(NC(=O)c2noc3c2CC(C(C)(C)C)CC3)cc1 (stereo not drawn)	-2.9%	-9.7%	-34.7%	18.0%	-8.0%	1.2%	i	i	-0.5%
COc1ccccc1CN1CCCC(C(=O)N2CCCCC2)C1 (stereo not drawn)	5.2%	0.9%	-10.2%	5.0%	-3.9%	11.5%	i	-15.5%	0.0%
CCNc1nc(NCC)n2c(SCC(=O)Nc3ccccc3Cl)nnc2n1	-1.4%	-0.4%	18.5%	9.5%	2.0%	11.9%	i	-21.9%	-6.4%
O=[N+]([O-])c1cccc(Nc2c([N+](=O)[O-])ccc3nonc23)c1	-15.1%	-0.2%	8.3%	11.5%	-7.1%	?	i	-10.8%	-15.1%
CCNC(=O)OCCC12CC3CC(CC(C3)C1)C2	27.2%	0.0%	5.6%	-7.9%	14.6%	-29.2%	i	i	0.2%
CC(NC(=O)c1nn(C)c2c1CS(=O)(=O)c1ccccc1-2)c1ccccc1 (stereo not drawn)	-5.1%	-4.5%	20.4%	-7.2%	2.6%	20.7%	i	-3.3%	2.4%
Cn1c(=O)oc2cc(S(=O)(=O)CCC(=O)NCc3ccccc3)ccc21	-5.4%	·	15.8%	6.5%	·	0.8%	·	-6.4%	6.1%
COc1ccc(CN2C[C@@H](CO)O[C@@H](n3cnc4c(NCc5cc(OC)c(OC)c(OC)c5)ncnc43)C2)cc1	-16.9%	·	19.8%	1.2%	1.4%	24.1%	·	19.7%	14.4%
CC1CN(c2ccccc2)C(=O)CS1 (stereo not drawn)	0.4%	1.1%	14.8%	-5.4%	3.6%	3.6%	i	i	17.0%
COc1cccc(N2CCN(C(=O)c3ccc(CSc4nc5ccncc5[nH]4)cc3)CC2)c1	-10.4%	1.5%	5.3%	-15.0%	-11.3%	7.4%	i	-42.1%[inhibitor]	1.4%
CC(=O)C1=CCC(c2ccc(Cl)c(Cl)c2)N(S(=O)(=O)c2ccc(C)cc2)C1 (stereo not drawn)	14.0%	·	31.6%	2.7%	6.5%	?	i	-5.5%	?
CN(C)S(=O)(=O)c1ccc(Cl)c(NC(=O)C2CCN(S(=O)(=O)c3cccs3)CC2)c1	-5.5%	1.3%	-6.0%	-7.7%	-8.6%	21.3%	i	-20.4%	-1.3%
Cc1c(NC(=O)OCc2ccccc2)c(=O)n(-c2ccccc2)n1C	8.4%	1.6%	-1.1%	-17.8%	7.6%	-0.9%	i	-24.5%	?
CCOC(=O)c1ccc(Nc2ccc([N+](=O)[O-])cn2)cc1	0.6%	0.8%	·	?	0.0%	11.2%	i	i	12.0%
Cc1cccc(NC(=O)C2CCCN2S(=O)(=O)c2ccc3nc(-c4ccccc4)[nH]c3c2)c1 (stereo not drawn)	11.8%	·	18.7%	-19.6%	·	?	·	-40.5%[inhibitor]	28.0%
CCOC(=O)N1CCN(C(=O)CN(c2ccccc2OC)S(=O)(=O)c2ccc(OC)cc2)CC1	-8.1%	0.1%	15.6%	-0.7%	5.6%	1.6%	i	-15.3%	-17.6%
CCc1nc(N2CCN(C(=O)c3ccccc3)CC2)c(C#N)c2c1COC(C)(C)C2	-1.5%	0.6%	31.6%	17.0%	8.4%	?	i	i	20µM*
Cn1c(=O)c2c(nc(Br)n2CCSc2ncccn2)n(C)c1=O	6.0%	-0.2%	9.0%	-15.7%	-11.3%	30.5%[activator]	i	i	0.6%
O=C(NC1CCN(Cc2ccccc2)CC1)c1c(Cl)cccc1Cl	-5.2%	-0.6%	3.6%	0.3%	-0.9%	-42.6%	i	0.7%	-0.5%
CC(C)NC(=O)C1C(c2ccccc2)=Nc2ccccc2N1C(=O)c1ccc(C(F)(F)F)cc1 (stereo not drawn)	4.2%	·	7.6%	6.3%	-2.1%	5.0%	i	-16.3%	3.2%

Looked up one by one from above (two):
SMILES	Abeta rescue	MmCpn inh	FUS suppressor	GLP1R cytotox	aSyn yeast inh	GLP-1R inv ag	Akt phos inh	PTHR1 agonist	TDP-43 yeast inh
CC1CN(c2ccccc2)C(=O)CS1 (stereo not drawn)	0.4%	1.1%	14.8%	-5.4%	3.6%	3.6%	i	i	17.0%
CN(C)S(=O)(=O)c1ccc(Cl)c(NC(=O)C2CCN(S(=O)(=O)c3cccs3)CC2)c1	-5.5%	1.3%	-6.0%	-7.7%	-8.6%	21.3%	i	-20.4%	-1.3%
